Lung fibro prol: blocks proliferation of human lung fibroblasts; AID 719; hit rate 1.1% among 85,000; viability, % at 10 µM; LL 47 human lung fibroblast viability, ATP luminescence; hits give low values;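 active = viability at or below 50% in the single dose screen; inactive = viability above 50%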;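 note: compound exposure lasted 72 h before the ATP readout; 100% = median luminescence of untreated cell-only wells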
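Material: human lung fibroblast line LL 47, low passage; Evaluation: viability percentage against median untreated-cell control; Buffer or medium: 15% FBS in IMEM; Incubation: 72 h compound exposure at 37 °C after overnight plating; Dosing: 0.1% DMSO in all compound wells; Measured by: CellTiter-Glo luminescence.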
HUVEC prolif 384: blocks proliferation of human endothelial cells. viability, % at 10 µM (by protocol). HUVEC proliferation, CellTiter-Glo luminescence, 72 h; hits give low values. hit rate 1.1% among 86,000. AID 648;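 active = viability at or below 30%; inactive = viability above 30%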;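 note: 100% = median luminescence of DMSO-only cell control wells on each plate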
S1P2 ag: agonists of human S1P2 receptor | O95136 | S1P2-expressing cell line, agonist reporter read-out | activation, % at 4.5 µM | hit rate 0.46% among 97,000 | AID 729; in the data active = activation above about 16%;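 note: 0% = vehicle low control and 100% = maximal reference agonist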
Target sequence (O95136 whole entry, looked up): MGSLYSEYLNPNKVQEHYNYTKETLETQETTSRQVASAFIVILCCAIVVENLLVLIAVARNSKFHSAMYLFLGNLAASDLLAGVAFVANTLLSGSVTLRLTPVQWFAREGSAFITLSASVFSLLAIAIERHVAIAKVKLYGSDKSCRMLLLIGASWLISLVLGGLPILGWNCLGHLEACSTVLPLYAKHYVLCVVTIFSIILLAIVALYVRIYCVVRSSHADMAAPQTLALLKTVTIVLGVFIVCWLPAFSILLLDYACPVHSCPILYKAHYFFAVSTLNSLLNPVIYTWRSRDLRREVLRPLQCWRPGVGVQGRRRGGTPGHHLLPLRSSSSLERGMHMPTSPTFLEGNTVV
PTPN22 act: LYP (human) phosphatase activation | hit rate 0.11% among 96,000 | recombinant LYP, DiFMUP fluorescence; 0 = plate median, 100 = signal doubled | activation, % at 2 µM | Q9Y2R2 | AID 697;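 active = activation at 2 µM above a set limit, the mean plus 5 SD, cut at about 37% in these data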
sEH inhibitor: inhibitors of human soluble epoxide hydrolase; P34913; recombinant human sEH enzymatic activity assay; inhibition, % at 2 µM; hit rate 0.34% among 91,000; AID 707; in the data active = inhibition above about 80%; note: values of inactives mirror those of a sister screen read the other way; many of its hits are not listed in these tables
Target sequence (P34913 whole entry, looked up): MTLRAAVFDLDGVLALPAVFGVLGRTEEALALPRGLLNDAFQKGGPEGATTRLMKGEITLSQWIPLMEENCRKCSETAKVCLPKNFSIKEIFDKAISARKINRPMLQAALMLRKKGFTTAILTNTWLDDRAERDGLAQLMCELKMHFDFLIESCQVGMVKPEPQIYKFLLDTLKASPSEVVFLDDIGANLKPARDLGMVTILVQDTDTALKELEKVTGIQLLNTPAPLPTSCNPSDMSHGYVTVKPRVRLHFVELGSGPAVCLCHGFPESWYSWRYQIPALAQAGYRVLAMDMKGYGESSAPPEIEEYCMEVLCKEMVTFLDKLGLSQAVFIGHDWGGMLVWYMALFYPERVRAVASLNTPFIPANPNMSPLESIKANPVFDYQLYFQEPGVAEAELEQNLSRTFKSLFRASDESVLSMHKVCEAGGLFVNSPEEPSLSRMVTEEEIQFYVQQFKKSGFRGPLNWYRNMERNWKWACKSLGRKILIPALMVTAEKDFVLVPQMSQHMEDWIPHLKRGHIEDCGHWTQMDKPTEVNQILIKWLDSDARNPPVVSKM
PostGolgi ctrl: inhibits growth of the yeast control strain; efflux-deficient yeast background strain, growth absorbance A615, 16 h; hit rate 5% among 98,000; inhibition, % at 10 µM; in the data active = inhibition above about 30%
S1P2 antag: blocks the human S1P2 receptor; cell-based S1P2 antagonist assay, inhibition at 5 uM; inhibition, % at 5 µM; hit rate 0.21% among 97,000; AID 736; in the data active = inhibition above about 45%;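 note: CRE beta-lactamase reporter cells expressing human S1P2 stimulated with S1P; 0% = agonist at EC80 alone and 100% = agonist plus reference antagonist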
sEH activator: increases human soluble epoxide hydrolase activity; P34913; activation, % at 2 µM; AID 717; hit rate 0.04% among 91,000; purified human sEH enzymatic activity, activator screen; in the data active = activation above about 37%; note: values of inactives mirror those of a sister screen read the other way
H69AR inhibit: blocks growth of human H69AR lung tumor cells; hit rate 6% among 85,000; H69AR lung tumor viability, ATP luminescence, 72 h; hits give low values; viability, % at 10 µM;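 active = viability at or below 40%; inactive = viability above 40%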;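 note: multidrug resistant small cell line overexpressing MRP-1 efflux transporter; 100% = mean luminescence of untreated control wells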
* = called active by the depositor; / = not tested or not shown.

SMILES	Lung fibro prol	HUVEC prolif 384	S1P2 ag	PTPN22 act	sEH inhibitor	PostGolgi ctrl	S1P2 antag	sEH activator	H69AR inhibit
Cn1c(=O)n(CCc2ccccc2)c(=O)c2c1nc1n2CCN1Cc1ccco1	102.5	74.5	-8.5	-4.5	8.7	11.4	11.9	-8.4	45.1
COc1ccccc1C(=O)Nc1cccc(SC)c1	102.2	82.2	-2.2	-8.4	9.0	/	-22.4	-6.6	67.2
Cc1ccc(CCNC(=O)C2CC(c3ccccc3[N+](=O)[O-])=NO2)cc1 (configuration not stated)	/	/	-2.8	14.8	0.1	22.6	-1.2	-2.1	/
CC(=O)N(c1ccc2oc(=O)sc2c1)S(=O)(=O)c1ccccc1	99.2	84.6	-1.6	1.9	16.5	7.7	-8.3	-16.3	77.0
CCCn1nnnc1SCC(=O)NCc1cccs1	93.9	94.8	-6.3	-0.9	4.0	0.4	23.1	-4.5	103.2
CCOc1ccc(-c2ncncc2-c2ccc(OC)cc2)c(O)c1	99.1	94.1	-10.3	11.8	6.7	19.6	8.5	-7.2	87.5
Cc1ccc(CNC(=O)c2ccccc2N)cc1	99.2	91.8	-5.0	-58.6	-4.8	6.1	-5.3	7.8	104.8
CCC1=NN2C(=N)/C(=C\c3ccc(SCc4ccco4)o3)C(=O)N=C2S1	101.3	103.5	-4.7	0.2	-22.3	2.2	4.9	22.0	93.3
Cc1c(N(C(=O)Nc2ccccc2)C2=NCC(C)S2)c(=O)n(-c2ccccc2)n1C (configuration not stated)	105.8	99.7	-3.0	-2.6	5.3	4.3	0.3	-4.0	85.1
COC(=O)c1ccc(C2CC(=O)Nc3cc(OC)c(OC)cc32)cc1 (configuration not stated)	100.4	92.4	-2.2	-8.8	6.9	6.2	0.9	-4.5	89.3
Cc1cc(C)c(NC2=CC(=O)CC(C)(C)C2)c(C#N)c1	100.9	101.2	-4.5	-8.6	10.6	7.0	8.9	-9.6	82.5
CCCSc1nc(=O)n2cc(C)ccc2n1	/	/	-5.9	8.0	5.8	-8.3	-14.1	-4.2	/
CCOC(=O)COc1nc(N(C)C)nc(N(C)C)n1	90.8	96.9	-5.5	-2.7	3.4	7.3	-11.2	-2.1	110.8
COCCCn1nnnc1SCC(=O)Nc1nc(C)c(C)s1	100.8	109.1	-2.9	-6.4	-8.5	16.4	12.3	6.4	84.4
Cc1cc(C)cc(NC2=CC(=O)CC(c3ccco3)C2)c1 (configuration not stated)	97.0	90.0	-4.2	7.2	-4.6	3.3	1.4	1.0	100.1
O=C(CSc1nnc(C2COc3ccccc3O2)o1)N1CCOCC1 (configuration not stated)	93.0	82.2	0.4	-3.4	6.8	0.9	4.3	-3.4	112.5
Cn1c(Cn2c(C(F)(F)F)nc3ccccc32)nc2ccccc21	91.2	92.4	-2.1	0.7	-2.8	-3.8	-2.6	1.4	92.4
CNC(=S)Nc1ccc(OC)c(OC)c1	/	/	-11.4	9.5	5.2	-3.1	-2.6	-2.6	/
COc1ccc(CNC(=O)Cc2c(C(=O)O)[nH]c3ccccc23)cc1	/	/	-6.4	-3.5	-1.8	0.6	6.5	-1.2	/
Cn1c(SCC(=O)N(C2CCCCC2)C2CCCCC2)nnc1-c1cccs1	75.0	81.1	-6.0	-1.1	-27.1	5.6	-24.1	29.7	20.0*
O=C(CSCc1ccccc1)Nc1ccc2c(c1)OCO2	91.6	92.6	-2.5	-2.5	17.9	5.5	3.2	-19.4	105.4
NC(=O)CC(O)c1cccc(Cl)c1 (configuration not stated)	110.1	101.5	/	/	/	5.5	/	/	97.5
O=C(NCc1ccccn1)c1cc2ccccn2n1	103.7	104.0	-5.8	-1.6	-8.1	0.7	-20.5	7.3	102.4
CC(C)c1nc(N2CCCC2)c(C#N)c2c1CCCC2	97.2	93.4	-5.0	-17.2	-12.9	1.2	12.6	10.1	96.9
Cc1cc(C)cc(NC(=S)NCCN2CCOCC2)c1	/	/	-1.6	-0.1	12.0	/	11.5	-12.9	/
CCN(CC)C(=O)Cn1cc(/C=C(\C#N)C(=O)N2CCN(c3ccccc3)CC2)c2ccccc21	/	/	-5.5	-6.4	8.6	1.1	23.8	-6.8	/
Cc1nc2nc[nH]n2c(=O)c1NC(=O)c1c(-c2ccccc2Cl)noc1C	87.7	88.8	/	/	/	-2.7	/	/	104.6
O=C(Cn1cc(-c2nnnn2-c2ccc(Cl)cc2)c(=O)c2ccccc21)c1ccccc1	/	/	-8.1	-6.3	19.5	6.9	9.5	-16.8	/
CCCCCCc1cc2cc(C(N)=O)c(=N)oc2cc1O	101.3	68.0	38.8*	-0.7	-6.3	18.6	-75.5	3.2	2.0*
COc1ccc(S(=O)(=O)N2CCCN(CC(=O)Nc3cc(NC(C)=O)ccc3OC)CC2)cc1	98.3	90.0	-4.4	-9.3	7.7	7.1	-6.0	-7.5	58.9
CCOC(=O)C1=C(C)NC(=O)NC1/C(C)=C/c1ccccc1 (configuration not stated)	91.9	86.8	/	/	/	13.5	/	/	95.1
COc1cc(OC)nc(NC(=O)COC(=O)C2CCCCC2)n1	/	/	-6.6	7.4	14.9	3.8	-2.5	-13.5	/
O=C1Nc2cccnc2Sc2ccccc21	98.3	90.9	0.0	1.8	1.4	7.0	0.3	-0.2	102.9
CC(C)Oc1ccc(C(=O)NC2CCCCC2)cc1	107.2	101.6	2.1	2.8	4.8	3.2	-18.2	-2.7	91.2
O=C(COC(=O)COc1ccc(Cl)cc1)NC1CCCCC1	101.5	104.5	-5.3	5.4	18.6	-3.5	17.6	-15.6	106.8
COc1ccc(-c2noc(CCC(=O)Nc3cc(Cl)c(OC)cc3OC)n2)cc1	92.8	44.2	-4.9	12.2	8.5	14.2	-2.5	-8.7	81.1
CCCOC(=S)N/C(=N\S(=O)(=O)c1ccccc1)c1ccccc1	/	/	-6.7	-11.8	-4.1	21.8	14.5	4.2	/
O=C1C2CCCN2C(c2ccccc2)N1c1ccc(Cl)cc1 (configuration not stated)	95.2	92.2	-3.5	13.5	9.9	8.0	5.5	-7.4	99.5
N#CCCSCc1ccc(C(=O)O)o1	100.3	101.8	0.5	23.6	2.6	2.8	7.1	-3.0	99.8
COc1ccc(Cl)cc1S(=O)(=O)N1CCN(C)CC1	98.1	99.3	/	5.1	13.0	22.1	/	-9.2	99.8

A different layout for some results above:
Each structure is followed by: Lung fibro prol	HUVEC prolif 384	S1P2 ag	PTPN22 act	sEH inhibitor	PostGolgi ctrl	S1P2 antag	sEH activator	H69AR inhibit
> CCCOC(=S)N/C(=N\S(=O)(=O)c1ccccc1)c1ccccc1
→ /	/	-6.7	-11.8	-4.1	21.8	14.5	4.2	/
> O=C1C2CCCN2C(c2ccccc2)N1c1ccc(Cl)cc1 (configuration not stated)
→ 95.2	92.2	-3.5	13.5	9.9	8.0	5.5	-7.4	99.5

Going on with the list.
SMILES	Lung fibro prol	HUVEC prolif 384	S1P2 ag	PTPN22 act	sEH inhibitor	PostGolgi ctrl	S1P2 antag	sEH activator	H69AR inhibit
Cc1csc(SCC(=O)N2CCCC2)n1	108.4	97.2	-3.4	-12.9	0.8	8.8	-10.2	-0.7	107.5
COc1ccc(S(=O)(=O)Nc2cc(OC)c(NC(=O)c3ccco3)cc2OC)cc1	89.4	100.3	-3.4	-4.2	5.1	6.7	-7.6	-5.0	82.9
COc1ccc(OC)c(S(=O)(=O)n2ccnc2C)c1	101.9	99.7	-4.0	15.5	-8.1	18.5	-33.6	5.5	86.1
O=C(Nc1ccc2c(c1)OCCO2)c1c(F)cccc1F	100.1	100.0	-2.6	-8.2	-17.7	0.6	3.0	15.8	95.1
COC(=O)C1CCN(C(=O)NC2CCCCC2)CC1	102.6	108.8	-4.9	2.9	13.1	3.4	8.6	-13.5	100.9
O=C(CN1C(=O)c2ccccc2S1(=O)=O)N1CCN(c2ccccc2F)CC1	99.7	105.3	/	/	/	6.4	/	/	107.8
COC(=O)CSc1nc2c(c(=O)n(C)c(=O)n2C)n1CCCc1ccccc1	91.0	84.1	/	/	/	16.5	/	/	85.0
CCn1c(SCC(=O)N2CCN(c3ccc(F)cc3)CC2)nnc1-c1ccncc1	99.1	102.3	-6.8	4.5	-6.0	18.7	9.7	3.0	85.4
O=C(COc1cc(Cl)ccc1Cl)Nc1nnc(CC(=O)N2CCOCC2)s1	108.0	97.6	-1.5	-1.2	18.3	4.5	-2.6	-17.1	100.0
CCC(CC)C(=O)Nc1cccc(/C(C)=N/NC(=O)c2ccccc2Cl)c1	/	/	-4.5	-3.2	8.8	-1.1	-5.7	-7.7	/
CCn1c(SCC(=O)N2CCCCC2C)nc2ccsc2c1=O (configuration not stated)	95.5	95.2	-7.2	-6.9	-7.7	8.0	-22.1	10.8	68.4
O=C(Nc1ccc(NC(=O)c2ccco2)nc1)c1ccccn1	102.8	105.1	/	/	/	9.1	/	/	95.9
COc1ccc(Nc2nc(N)nc(CSc3n[nH]c(-c4ccccc4)n3)n2)cc1	/	/	8.3	5.4	8.0	30.4*	-18.9	-8.4	/
CCOc1ccc(CNc2nc3ccccc3n2CCN2CCOCC2)cc1	92.9	97.7	-2.8	0.0	8.5	/	14.9	-7.2	82.4
CC(=O)n1nc(-c2cccnc2)nc1N	109.1	99.8	-5.3	-1.3	/	2.6	3.6	/	90.9
COc1ccc(-n2c(=O)cc(N3CCN(c4ccccc4F)CC3)[nH]c2=O)cc1	108.5	105.3	/	/	/	-1.5	/	/	100.2
O=c1c2cnn(-c3ccccc3)c2ncn1Cc1ccco1	102.9	98.6	-2.2	-2.5	-8.4	0.0	-28.1	8.7	97.6
CCC(=O)Nc1ccc(S(=O)(=O)Nc2ncccn2)cc1	/	/	-4.2	11.2	4.4	31.2*	-11.7	-6.3	/
CCCCOC(=O)C1=C(C)Nc2ncnn2C1c1cccc(OC)c1OC (configuration not stated)	89.0	103.1	-5.9	-6.8	2.0	-3.4	-13.3	-2.5	77.5
c1ccc(C(c2ccccc2)N2CCN(Cc3nnnn3C3CCCCC3)CC2)cc1	100.3	101.5	-8.6	-3.6	0.5	/	10.7	-0.8	79.3

5 consecutive entries from above, for reference:
SMILES	Lung fibro prol	HUVEC prolif 384	S1P2 ag	PTPN22 act	sEH inhibitor	PostGolgi ctrl	S1P2 antag	sEH activator	H69AR inhibit
Cn1c(=O)n(CCc2ccccc2)c(=O)c2c1nc1n2CCN1Cc1ccco1	102.5	74.5	-8.5	-4.5	8.7	11.4	11.9	-8.4	45.1
COc1ccccc1C(=O)Nc1cccc(SC)c1	102.2	82.2	-2.2	-8.4	9.0	/	-22.4	-6.6	67.2
Cc1ccc(CCNC(=O)C2CC(c3ccccc3[N+](=O)[O-])=NO2)cc1 (configuration not stated)	/	/	-2.8	14.8	0.1	22.6	-1.2	-2.1	/
CC(=O)N(c1ccc2oc(=O)sc2c1)S(=O)(=O)c1ccccc1	99.2	84.6	-1.6	1.9	16.5	7.7	-8.3	-16.3	77.0
CCCn1nnnc1SCC(=O)NCc1cccs1	93.9	94.8	-6.3	-0.9	4.0	0.4	23.1	-4.5	103.2

Additional entries:
SMILES	Lung fibro prol	HUVEC prolif 384	S1P2 ag	PTPN22 act	sEH inhibitor	PostGolgi ctrl	S1P2 antag	sEH activator	H69AR inhibit
COc1cc2cc(C(c3nnnn3C3CCCC3)N(C)C3CCCCC3)c(=O)[nH]c2cc1OC (configuration not stated)	86.7	101.6	-5.9	-0.9	0.8	-9.9	-17.5	-1.3	95.8
COc1ccc(NC(=O)c2ccc3nccnc3c2)cc1	95.1	99.1	-7.7	0.5	12.5	/	-0.2	-7.6	101.9
COc1ccc(Cl)c(N2CCN(CCCNC(=O)Nc3ccc(C)cc3)CC2)c1	92.9	10.3*	-6.9	1.6	78.7	9.3	-2.8	-78.2	90.2
O=C1c2ccccc2C(=O)N1CCSC(=S)N1CCOCC1	/	/	-4.8	6.3	5.9	3.2	14.5	-3.6	/
CCN1C2=C(C(=O)CCC2)C(c2ccc(O)cc2)C2=C1CCCC2=O	108.2	108.2	-4.7	9.7	4.2	0.6	7.1	-0.8	103.1
CCOC(=O)C(Sc1cc(C)nc(N)n1)C(C)=O (configuration not stated)	118.7	102.2	-3.8	-0.6	-1.7	8.4	9.8	-2.6	84.2
CCCCc1oc2c(c(=O)c1C)C(=O)CC(c1ccccc1)C2 (configuration not stated)	99.8	89.6	-0.6	-0.2	-10.1	20.3	0.9	4.0	95.5

Screening data (PubChem)

Not all compounds are listed, so the mix of outcomes need not match the whole.
